Screening results as filed in PubChem BioAssay.
PrPC TRFRET – inhibitors of human cell surface prion protein PrPC | P04156 | TR-FRET read-out | inhibition, % at 13.8 µM | actives 0.43% (n = 370,000); in the data active = inhibition above about 24%; also: 0% = median of the test wells and 100% = reference compound wells
FadD28 binding – inhibitors of Mycobacterium tuberculosis FadD28 bisubstrate binding; FadD28 bisubstrate probe binding, fluorescence polarization; inhibition, % at 12.5 µM; actives 0.22% (n = 360,000); AID 588549; in the data active = inhibition above about 8.5%, passing the limit was not always enough; inconclusive = no clear call, values can overlap the other calls
CCHFV vOTU inh – blocks the CCHF virus ovarian tumor domain protease; CCHFV vOTU protease, Pep-AMC fluorescence; inhibition, % at 11.5 µM; actives 0.55% (n = 370,000); also: 0% = vehicle wells with enzyme and 100% = no enzyme wells
UGM FP inh – Mtb UDP-galactopyranose mutase inhibition; P9WIQ1; purified UGM, fluorescence polarization probe displacement; inhibition, % at 10 µM; actives 0.06% (n = 320,000); AID 504406; in the data active = inhibition above about 10%, passing the limit was not always enough; inconclusive = no clear call, values can overlap the other calls
Target sequence (P9WIQ1 whole entry, looked up): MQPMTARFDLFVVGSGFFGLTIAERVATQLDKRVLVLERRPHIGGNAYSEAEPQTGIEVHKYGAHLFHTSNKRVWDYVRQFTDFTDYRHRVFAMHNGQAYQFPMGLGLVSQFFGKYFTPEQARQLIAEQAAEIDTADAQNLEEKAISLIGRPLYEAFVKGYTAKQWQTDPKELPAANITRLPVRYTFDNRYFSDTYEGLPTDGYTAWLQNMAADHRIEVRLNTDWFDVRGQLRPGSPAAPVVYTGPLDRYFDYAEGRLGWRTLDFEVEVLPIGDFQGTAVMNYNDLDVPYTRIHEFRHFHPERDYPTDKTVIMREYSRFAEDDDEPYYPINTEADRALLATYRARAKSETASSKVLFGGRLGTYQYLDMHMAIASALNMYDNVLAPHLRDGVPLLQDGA
BoNT-F LC inh – blocks Botulinum neurotoxin F light chain protease; Multiplex microsphere protease cleavage assay, flow cytometry; inhibition, % at 10 µM; actives 0.22% (n = 360,000); in the data active = inhibition above about 35%, passing the limit was not always enough; inconclusive = no clear call, values can overlap the other calls; also: plate controls were buffer without enzyme for full effect and enzyme alone for no effect
GDH-TPI inh – counter-screen for M. tuberculosis FBA inhibitors: GDH-TPI coupled enzymes | GDH-TPI coupled enzyme counterscreen, NADH absorbance | inhibition, % at 4.8 µM | actives 1.2% (n = 360,000);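 also: 0% = DMSO wells and 100% = wells lacking the enzyme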
Mtb BioA inh – inhibitors of Mycobacterium tuberculosis BioA enzyme; purified M. tuberculosis BioA enzyme, plate reader; inhibition, % at 9.99 µM; actives 0.096% (n = 360,000); AID 602481; in the data active = inhibition above about 40%; inconclusive = no clear call, values can overlap the other calls
FBA Mtb inh – inhibits M. tuberculosis FBA enzyme. AID 588726. inhibition, % at 1 µM. purified M. tuberculosis FBA, fluorescence read-out. P9WQA3. actives 2.3% (n = 360,000); in the data active = inhibition above about 27%;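 also: 0% = vehicle and 100% = reference inhibitor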
Target sequence (P9WQA3 whole entry, looked up): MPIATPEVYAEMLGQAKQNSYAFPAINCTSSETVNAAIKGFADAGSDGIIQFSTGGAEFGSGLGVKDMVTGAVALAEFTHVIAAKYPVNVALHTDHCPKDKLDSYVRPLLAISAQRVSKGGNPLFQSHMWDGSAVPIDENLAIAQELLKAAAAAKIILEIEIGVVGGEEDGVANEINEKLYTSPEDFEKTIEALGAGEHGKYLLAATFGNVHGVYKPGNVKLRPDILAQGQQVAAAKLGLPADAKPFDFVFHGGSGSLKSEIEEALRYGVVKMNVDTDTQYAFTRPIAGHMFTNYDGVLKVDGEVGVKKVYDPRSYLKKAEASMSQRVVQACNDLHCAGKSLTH
BoNT A protease – inhibitors of Botulinum neurotoxin A light chain protease; multiplex microsphere protease substrate cleavage, flow cytometry; inhibition, % at 10 µM; actives 0.17% (n = 360,000); AID 588499; in the data active = inhibition above about 30%; inconclusive = no clear call, values can overlap the other calls; also: plate controls were buffer without enzyme for full effect and enzyme alone for no effect
Active calls of the source: *; u = inconclusive; x = not tested or not shown. Rule as the data show it, unless noted: active = inhibition above about 30%; inactive = the rest.

SMILES	PrPC TRFRET	FadD28 binding	CCHFV vOTU inh	UGM FP inh	BoNT-F LC inh	GDH-TPI inh	Mtb BioA inh	FBA Mtb inh	BoNT A protease
CN(C(=O)C1CCCO1)C1CCS(=O)(=O)C1 (configuration not stated)	7.0	-1.3	-1.8	0.8	8.1	2.9	x	-0.4	3.9
FC(F)(F)c1cccc(NC(=S)N(CCCN2CCCC2)Cc2cccn2Cc2ccc(Cl)cc2)c1	-10.2	-12.8	6.0	1.6	-0.2	11.2	-0.8	-0.3	-0.6
Cn1c(N2CCOCC2)cc(=O)n(C)c1=O	-4.4	-0.4	-0.9	-2.5	-3.9	4.3	-1.2	3.4	-0.9
Cc1cc(C)c(C)c(S(=O)(=O)ON2C(=O)c3ccccc3C2=O)c1C	4.2	-0.3	6.0	1.2	0.1	1.9	-1.5	35.2*	1.2
O=S(=O)(NCc1ccco1)c1ccccc1Br	4.2	-0.8	-9.3	2.5	-1.0	3.2	-2.4	0.2	0.3
Cc1ccc(CNC(=O)c2cccc3c2C(=O)c2ccc(N4CCC(C)CC4)cc2S3(=O)=O)cc1	-11.0	0.3	8.8	2.3	3.7	10.2	-2.3	1.6	7.9
CCOc1ccccc1N1CCN(c2ncnc3scc(-c4ccc(OC)cc4)c23)CC1	3.4	-0.7	6.5	2.5	-2.6	0.0	1.9	-0.4	0.0
CC(C)Oc1ccc(Cc2cnc(=S)[nH]c2N)cc1	-1.4	-2.3	-8.0	0.0	-0.8	-5.4	0.6	-2.4	-0.9
CCc1ccc(-n2c(SCC(=O)NC3CCS(=O)(=O)C3)nc3ccccc3c2=O)cc1 (configuration not stated)	-2.9	-3.5	-6.1	3.9	4.8	-4.8	8.0	-3.6	0.5
COc1ccc(NC(=O)CCn2cc(C)c3ccccc32)cc1	x	-0.7	x	0.8	-4.3	6.0	4.9	3.8	-2.6
COc1ccc(NC(=O)COC(=O)c2c(-c3ccccc3)noc2C)cc1	7.1	-2.8	0.4	-1.8	-22.9	8.1	-1.8	4.8	-3.2
O=c1[nH][nH]c(-c2ccccc2)c1C=Nc1ccc(Cl)cc1	11.1	1.2	9.3	-0.4	0.0	15.0	0.0	-0.3	1.1
Cc1cccc(NC(=O)CSc2nc3nc(C)cc(C)c3c(=O)[nH]2)c1	0.3	-3.0	-0.5	0.2	2.3	10.9	-3.0	-1.8	-0.9
O=C(CN1C(=O)C(=O)N(C2CCCC2)C1=O)Nc1ccc(F)cc1F	3.2	-2.0	-15.2	x	6.7	-9.5	-0.4	2.3	0.2
COC(=O)c1cc(NC(=O)c2cccc([N+](=O)[O-])c2C)ccc1Cl	-28.2	-2.1	-0.1	-1.9	3.4	3.5	3.0	9.7	0.0
CCn1nc(C)c(/C=N/NC(=O)c2ccoc2C)c1C	6.4	-2.7	12.9	-1.5	-9.6	20.6	-1.1	3.8	0.0
Cc1cc(-c2onc(C)c2C(N)=O)no1	0.3	-0.9	5.0	5.1	u	0.4	x	-1.9	u
C=C(C)c1ccc(C(C)(C)NC(=O)NCc2ccco2)cc1	3.5	-3.6	-1.5	-0.5	-11.4	7.8	-0.7	1.9	-0.2
CC(=O)c1c(C)[nH]c(C(=O)OCC(=O)c2ccc(Br)cc2)c1C	20.8	-1.5	23.8	x	2.7	8.8	3.6	3.3	0.1
O=C(CCNS(=O)(=O)c1cccc(C(F)(F)F)c1)NCc1ccco1	2.9	1.4	2.5	-1.1	1.8	11.9	-0.5	0.5	-0.4
COc1ccc(S(=O)(=O)NCC2CCCN(C(=O)c3cccnc3)C2)cc1 (configuration not stated)	-0.3	-3.2	-14.4	-2.2	-3.1	-0.6	x	-6.9	0.7
Cc1ccccc1-n1c(SCC(=O)c2c(N)n(C)c(=O)n(C)c2=O)nnc1-c1cccnc1	-0.7	-1.4	-0.1	-3.7	-3.3	-2.5	x	-0.2	-0.3
CCc1ccc2c(c1)cc(CN(C(=S)Nc1cccc(C)c1)C1CC1)c1nnnn12	0.4	-1.1	1.9	0.5	-8.2	12.2	-2.0	1.2	0.1
Cc1cccc(OCCCC(=O)Nc2ccc(N3CCCCC3)cc2)c1C	3.2	-0.9	4.8	-3.2	21.8	16.8	-1.7	0.7	14.5
COc1cccc(C(=O)OCC(=O)N2CCc3ccccc3C2)c1	2.4	-2.4	-3.0	1.3	-4.4	0.9	1.7	-2.7	0.1
O=C(NCc1cccnc1)c1ccc(S(=O)(=O)N2CCCCC2)cc1	0.5	-3.0	4.2	-1.4	-6.2	-3.3	1.0	1.6	-0.2
Cc1ccc(S(=O)(=O)Nc2ccc(NC(=O)c3cccnc3)cc2)cc1	3.3	2.3	-4.7	-0.4	1.9	2.2	5.1	0.7	-1.3
O=C(Nc1cccc(Cl)c1)c1nc[nH]c1C(=O)Nc1ccccc1F	10.1	-1.7	16.7	x	-1.0	13.7	-3.3	2.8	0.1
Cc1ccc(C(=O)NCC(=O)OCC(=O)c2ccccc2)s1	-8.1	x	1.6	2.9	5.0	-5.6	-0.5	-3.3	2.3
O=C(/C=N/O)NCCN1CCCCC1	-3.2	-0.2	12.7	-1.1	-5.7	2.4	-0.6	1.4	0.8
Cc1c(CC(=O)NCC(=O)NCC(=O)O)c(=O)oc2cc3oc4c(c3cc12)CCCC4	1.1	-2.2	-23.2	1.9	11.7	9.3	0.5	16.6	-3.9
O=C(NC1CCCC(C(F)(F)F)C1)c1ccc([N+](=O)[O-])o1 (configuration not stated)	-4.4	-0.3	7.9	0.5	-4.5	28.1	-7.5	5.5	-1.3
CCc1ccc(Nc2cnn(-c3nc4ccccc4s3)c(=O)c2Cl)cc1	-0.2	-7.4	-8.0	-0.4	-2.5	22.9	x	-3.1	2.5
COCCNC(=S)NNc1ccccc1[N+](=O)[O-]	-17.4	-3.5	2.2	3.3	-5.1	6.1	x	1.6	0.3
Cc1ccc(N2CCN(c3ccc(C)cc3)C2c2cccnc2)cc1	-1.6	0.4	15.0	-0.4	-8.2	5.6	0.1	2.1	-0.6
CCOC(=O)c1c(C)n(C)c2ccc(OC)c(NS(=O)(=O)CC)c12	-0.6	-2.4	-9.7	0.8	-3.7	2.6	-0.1	1.8	-0.8
C[n+]1cccc(O)c1SCc1ccccc1	-18.8	-0.7	11.5	1.5	-5.6	11.2	-0.9	0.6	-0.1
COc1cc(C=O)ccc1Oc1nc(Nc2ccc(F)cc2F)nc(N2CCOCC2)n1	-3.3	-2.2	3.0	3.0	-7.7	-1.3	x	1.5	-1.2
Cc1nc(-c2ccc(Cl)cc2)sc1C1(C)CC(c2ccccc2Br)=NO1 (configuration not stated)	13.4	-4.6	7.2	-1.9	-9.4	18.1	-0.9	1.5	-0.2
Cc1ccccc1NC(=S)N(CCN(C)C)C(C)c1ccco1 (configuration not stated)	-6.4	-3.2	1.9	1.6	-4.6	0.4	x	0.9	-1.3
CC(C)CNC(=O)COc1ccc(Sc2ccc(OCC(=O)NCC(C)C)cc2)cc1	7.1	-2.1	-6.8	1.4	3.1	13.6	-1.5	1.6	1.7
CCC(C)NC(=O)CN1C(=O)NC2NC(=O)NC21 (configuration not stated)	2.6	1.2	18.6	-3.5	0.7	9.5	x	1.9	0.0
COC(=O)c1ccccc1NC(=O)COc1ccc2c(c1)OCO2	-3.4	-3.0	17.8	0.3	-0.6	3.8	-1.1	0.1	0.3
CC[C@H](C)[C@H](NC(N)=O)C(=O)Nc1ccccc1F	7.0	-0.9	-12.5	-1.4	-3.5	8.5	x	0.8	0.0
O=C(Cc1ccc(Cl)cc1Cl)Nc1cccc(S(=O)(=O)Nc2ccccc2F)c1	11.1	-1.7	7.5	2.8	10.3	8.4	-0.7	2.0	0.7
COC(=O)C1=C(c2cccc(OCc3ccccc3)c2)C[C@@H]2CC[C@H]1N2C(=O)NC1CCN(Cc2ccccc2)CC1	-6.7	-5.7	-4.1	1.6	-8.1	-3.6	10.3	0.5	-0.6
Cc1ccn(CCC(=O)O)n1	-4.3	-1.7	-12.2	-6.5	1.9	-1.6	x	-0.8	-0.2
O=C(CCN1C(=O)/C(=C\c2cccs2)SC1=S)NC1=NCCS1	0.5	-3.1	-2.6	-0.7	3.5	7.0	-1.1	-5.9	3.5
CNC(=O)NC(=O)CSc1ccc(S(=O)(=O)N2CCOCC2)cn1	-0.4	-1.4	4.4	-2.1	-5.3	3.5	-1.6	-0.4	-1.2
COCCNC(=O)c1ccccc1NC(=O)Nc1ccccc1	4.2	1.0	3.2	5.9	0.3	8.1	x	3.2	1.5
COC(=O)CC(=O)CSc1nc2c(cc1C#N)CCCCC2	-7.5	-0.1	-24.8	-0.8	-6.8	15.6	x	39.1*	2.0
CN(C)/C=C/C(=O)c1ccc(Cl)c([N+](=O)[O-])c1	-6.1	0.9	5.8	0.3	-6.6	31.1*	x	-1.6	-1.3
O=C(COc1ccc(Br)cc1)N1CCc2ccccc2C1	-0.2	-2.2	16.0	0.1	-1.7	0.6	x	1.1	-0.5
COc1ccccc1C(C)NCC(=O)Nc1ccccc1C(F)(F)F (configuration not stated)	-0.4	-2.4	16.2	0.3	-2.1	2.2	x	-1.0	-0.1
O=C(Cc1ccccc1)NCCCc1ccccc1	6.5	-2.6	5.2	-2.3	-21.9	1.4	-1.3	1.4	-1.2
CN(C)CCCNc1cc(C(C)(C)C)nc2c(-c3ccccc3)cnn12	5.8	-0.9	-8.1	-0.5	x	12.3	1.3	9.6	x
COc1ccc(N2CCN(C(=O)CN3C(=O)COc4ccccc43)CC2)cc1	-6.6	-0.8	-4.4	-1.8	1.6	0.0	2.0	1.6	0.4
Nc1nc(-c2ccc(Cl)cc2)nn1C(=O)c1cccs1	0.8	-3.6	-7.8	-3.0	1.9	-2.5	-0.3	1.9	-0.1
O=C(NCc1ccccn1)C1Nc2ccc(OC(F)(F)F)cc2C2C=CCC12 (configuration not stated)	-9.2	-2.3	3.9	1.1	-9.1	10.9	0.3	4.2	-0.3

Another view of part of the listing above.
| compound | PrPC TRFRET | FadD28 binding | CCHFV vOTU inh | UGM FP inh | BoNT-F LC inh | GDH-TPI inh | Mtb BioA inh | FBA Mtb inh | BoNT A protease |
| --- | --- | --- | --- | --- | --- | --- | --- | --- | --- |
| CC(C)CNC(=O)COc1ccc(Sc2ccc(OCC(=O)NCC(C)C)cc2)cc1 | 7.1 | -2.1 | -6.8 | 1.4 | 3.1 | 13.6 | -1.5 | 1.6 | 1.7 |
| CCC(C)NC(=O)CN1C(=O)NC2NC(=O)NC21 (configuration not stated) | 2.6 | 1.2 | 18.6 | -3.5 | 0.7 | 9.5 | x | 1.9 | 0.0 |
| COC(=O)c1ccccc1NC(=O)COc1ccc2c(c1)OCO2 | -3.4 | -3.0 | 17.8 | 0.3 | -0.6 | 3.8 | -1.1 | 0.1 | 0.3 |
| CC[C@H](C)[C@H](NC(N)=O)C(=O)Nc1ccccc1F | 7.0 | -0.9 | -12.5 | -1.4 | -3.5 | 8.5 | x | 0.8 | 0.0 |
| O=C(Cc1ccc(Cl)cc1Cl)Nc1cccc(S(=O)(=O)Nc2ccccc2F)c1 | 11.1 | -1.7 | 7.5 | 2.8 | 10.3 | 8.4 | -0.7 | 2.0 | 0.7 |
| COC(=O)C1=C(c2cccc(OCc3ccccc3)c2)C[C@@H]2CC[C@H]1N2C(=O)NC1CCN(Cc2ccccc2)CC1 | -6.7 | -5.7 | -4.1 | 1.6 | -8.1 | -3.6 | 10.3 | 0.5 | -0.6 |
| Cc1ccn(CCC(=O)O)n1 | -4.3 | -1.7 | -12.2 | -6.5 | 1.9 | -1.6 | x | -0.8 | -0.2 |
| O=C(CCN1C(=O)/C(=C\c2cccs2)SC1=S)NC1=NCCS1 | 0.5 | -3.1 | -2.6 | -0.7 | 3.5 | 7.0 | -1.1 | -5.9 | 3.5 |
| CNC(=O)NC(=O)CSc1ccc(S(=O)(=O)N2CCOCC2)cn1 | -0.4 | -1.4 | 4.4 | -2.1 | -5.3 | 3.5 | -1.6 | -0.4 | -1.2 |
| COCCNC(=O)c1ccccc1NC(=O)Nc1ccccc1 | 4.2 | 1.0 | 3.2 | 5.9 | 0.3 | 8.1 | x | 3.2 | 1.5 |
| COC(=O)CC(=O)CSc1nc2c(cc1C#N)CCCCC2 | -7.5 | -0.1 | -24.8 | -0.8 | -6.8 | 15.6 | x | 39.1* | 2.0 |
